# ALOX15 inhib: qHTS Assay for Inhibitors of 15-hLO (15-human lipoxygenase) | Polyunsaturated fatty acid lipoxygenase ALOX15 (Homo sapiens), P16050 | purified 15hLO-1, xylenol orange hydroperoxide absorbance | Potency, µM (top dose mostly 57.1 µM), inactives show at the top dose activity change, negative = inhibition, actives largely listed as inhibitors | hit rate 1.4% among 74,000; also: potency is read from the fitted curve at half-maximal effect; % is scaled to controls: 0 for no effect and ±100 for the full control effect; nearly all actives have a fitted effect of over 55% in size
# Target sequence (P16050 whole entry, looked up): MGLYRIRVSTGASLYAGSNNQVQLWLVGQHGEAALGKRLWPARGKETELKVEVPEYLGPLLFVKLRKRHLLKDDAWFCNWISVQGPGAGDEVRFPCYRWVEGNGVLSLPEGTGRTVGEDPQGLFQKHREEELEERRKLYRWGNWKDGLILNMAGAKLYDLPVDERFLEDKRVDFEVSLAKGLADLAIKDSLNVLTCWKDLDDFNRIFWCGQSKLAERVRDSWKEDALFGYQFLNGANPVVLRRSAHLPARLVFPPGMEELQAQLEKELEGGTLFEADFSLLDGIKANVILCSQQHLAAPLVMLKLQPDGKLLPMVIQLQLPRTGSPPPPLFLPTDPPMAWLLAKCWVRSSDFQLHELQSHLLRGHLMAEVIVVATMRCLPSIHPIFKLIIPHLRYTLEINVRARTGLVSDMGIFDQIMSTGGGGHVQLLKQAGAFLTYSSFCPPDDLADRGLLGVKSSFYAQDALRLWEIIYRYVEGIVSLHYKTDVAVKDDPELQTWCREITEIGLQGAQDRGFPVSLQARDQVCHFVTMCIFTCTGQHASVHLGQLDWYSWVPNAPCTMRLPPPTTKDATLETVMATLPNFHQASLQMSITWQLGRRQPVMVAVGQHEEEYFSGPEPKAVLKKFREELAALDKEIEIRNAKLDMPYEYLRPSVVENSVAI
#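 Compounds were preincubated 15 min at room temperature with 40 nM purified human enzyme (25 mM Hepes pH 7.5, 0.01% Triton X-100); 50 uM arachidonic acid reacted 6 min. Fe-xylenol orange detection, 30 min, absorbance ratio 573/405 nm.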
# A350 autofl: qHTS Assay for Spectroscopic Profiling in A350 Spectral Region | hit rate 11% among 59,000 | Compound autofluorescence, 340/450 nm, Alexa 350 dye-equivalents; active compounds read high | max dye-equivalent concentration, M; in the data active = max dye-equivalent concentration above about 10 nM; inconclusive = mostly about 1.1 nM to 9.6 nM
# Ub-GFP proteasome: Ubiquitin-GFP Assay; 67,000 tested, under 10 active; Ubiquitin-GFP reporter cells, proteasome inhibition, GFP fluorescence; response scale: untreated = 0%, 10 µM MG-132 = 100%; Potency, µM (top dose mostly 45.9 µM), for inactives: at the top dose activation (GFP accumulation), actives largely listed as activators; active = well fitted activation curve with a large enough effect, not every such curve was filed as active; inconclusive = small, poorly fitted or top-dose-only effect, or another doubt; inactive = no such curve, though single readings can be large or run the other way; also: potency is read from the fitted curve at half-maximal effect
#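 U2OS cells expressing ubiquitin(G76V)-GFP, seeded overnight in 0.5% FBS medium, then treated 4 hr at 37 C across 46 uM to 2.9 nM. GFP-positive cells counted by laser cytometry (488 ex/515 em); %activity scaled between basal and 10 uM MG-132.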
# HBB splice mod: qHTS Assay for Modulators of Hemoglobin Beta Chain Splicing | hit rate 0.06% among 65,000 | Potency, µM (top dose mostly 46.1 µM), for the others: at the highest dose activation, usual class: activators | AID 925, 2007 | HBB splicing reporter cell assay, activation; EGFP reporter with mutant IVS2-654 intron; response scale: normalised to 500 nM splice-correcting PNA; also: potency is read from the fitted curve at half-maximal effect; 0% is about no effect
#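 HeLa cells stably expressing EGFP interrupted by mutant beta-globin intron 2 (IVS2-654), 500/well in 2% FCS. Treated with compound for 2 days at 37C. Splicing correction scored as total well GFP intensity (488 nm excitation, 500-520 nm emission); 500 nM antisense PNA served as control.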
# BRCT inh green: qHTS Assay for Inhibitors of BRCT-Phosphoprotein Interaction (Green Fluorophore) | hit rate 0.05% among 75,000 | BRCA1 BRCT-phosphopeptide binding, green fluorescence polarization | AID 875, 2007 | Potency, µM (highest dose often 76.9 µM), inactives show top-dose activity change, negative = inhibition, actives largely listed as inhibitors | Breast cancer type 1 susceptibility protein (Homo sapiens), P38398;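 also: potency is read from the fitted curve at half-maximal effect; plate controls were peptide without protein for full effect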
#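 Fluorescence polarization: His-tagged BRCT (~35 kDa BRCA1 C-terminus, 250 nM) bound to 100 nM fluorescein-labeled phosphorylated 10-aa BACH1 peptide, pH 7.3 phosphate buffer with DTT and Tween 20. Compounds incubated 12 min at room temperature; inhibition read as lowered polarization.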
# DNA Pol III inh: qHTS Assay for Inhibitors of DNA Polymerase III Holoenzyme System. reconstituted DNA polymerase III holoenzyme replication, biochemical. Potency, µM (series often up to 57.1 µM), without a hit: top-dose activity change, negative = inhibition. hit rate 0.25% among 71,000. AID 603, 2007; also: potency is read from the fitted curve at half-maximal effect; % is scaled to controls: 0 for no effect and ±100 for the full control effect
#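 Reconstituted *E. coli* holoenzyme (0.35 nM Pol III, 1 nM beta, 154 nM SSB, 2 nM primase) was preincubated with compound for 15 min at RT. Synthesis on 1.4 nM ssM13Gori ran 35 min, then was stopped with PicoGreen/EDTA and read as dsDNA fluorescence.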
# BRCT PPI red: qHTS Assay for Inhibitors of BRCT-Phosphoprotein Interaction (Red Fluorophore); Breast cancer type 1 susceptibility protein (Homo sapiens), P38398; BRCT-phosphopeptide binding, red fluorescence polarization; Potency, µM (series often up to 76.9 µM), inactives show top-dose activity change, negative = inhibition, hits mostly inhibitors; hit rate 0.03% among 75,000; AID 892, 2007; also: % is scaled to controls: 0 for no effect and ±100 for the full control effect
#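 Fluorescence polarization: 100 nM His-tagged BRCA1 BRCT with 100 nM TAMRA-labelled phospho-BACH1 decapeptide, phosphate buffer pH 7.3 with 150 mM NaCl, DTT, 0.01% Tween 20; 12 min RT. Binding inhibition seen as FP decrease.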
# CRE Fsk mod: Cell signaling CRE-BLA (Fsk stim); CHO CRE-bla reporter (cAMP response element driving beta-lactamase), forskolin EC10, beta-lactamase ratio; Potency, µM (highest dose often 38.2 µM), for the others: at the top dose activity change, negative = inhibition, hits mostly activators; hit rate 2.5% among 71,000; active = well fitted activation curve with a large enough effect in the signal ratio, with a control signal flat, not every such curve was filed as active; inconclusive = small, poorly fitted or top-dose-only effect, or effect the other way, or a change in a side signal; the % refers to the signal ratio; also: potency is read from the fitted curve at half-maximal effect; % of control where 0% means no effect
#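 qHTS titration format; CRE-bla CHO reporter; stimulus EC10 NKH 477, a water-soluble forskolin. Read: CCF4 460/530 nm ratio. Potency expressed as AC50 for activators or inhibitors.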
# Hsp90 Hop PPI: qHTS Assay for Disrupters of an Hsp90 Co-Chaperone Interaction. Hsp90 C-terminal peptide / TPR2A (Hop) interaction, human. AlphaScreen TPR2A-His6 binding biotin-Hsp90 C-terminal peptide. Potency, µM (series often up to 57 µM), without a hit: top-dose activity change, negative = inhibition. hit rate 0.44% among 71,000. AID 595, 2007; active = well fitted curve in either direction with a large enough effect; inconclusive = small, poorly fitted or top-dose-only effect, or another doubt; also: potency is read from the fitted curve at half-maximal effect; % is scaled to controls: 0 for no effect and ±100 for the full control effect; many of its hits are not listed in these tables
# GFP derepression: qHTS Assay for Epigenetic Modulators. mouse C127i GFP locus derepression, cytometry, 30 h. AID 597, 2007. Potency, µM (series often up to 46.1 µM), for the others: at the top dose GFP derepression (activation). hit rate 0.09% among 68,000; also: % of control where 0% means no effect
#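 Murine C127i mammary cells carrying a silenced, stably integrated CMV-driven GFP reporter were treated with compound for 30 hours at 37 C. After PBS washes, GFP-positive cells were counted by laser-scanning microplate cytometry.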
# 4MU fluor: qHTS Assay for Spectroscopic Profiling in 4-MU Spectral Region | compound autofluorescence, 340/450 nm, 4-MU equivalents; active compounds read high | max dye-equivalent concentration, M | hit rate 11% among 59,000 | AID 589, 2007; in the data active = max dye-equivalent concentration above about 10 nM; inconclusive = mostly about 1.1 nM to 9.6 nM
#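 Compounds in 100 mM Tris, pH 8.0, incubated 15 min at room temperature, then fluorescence read at 340 nm excitation/450 nm emission. Signal converted to 4-MU dye-equivalent concentration using an on-plate six-point 4-MU standard curve.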
# Active calls of the source: *; i = inactive; ? = inconclusive; . = no result given; [ ] = remark or other dose. Unless noted, calls follow the shape of the dose curve; as a rule, active = well fitted curve in the direction sought with a large enough effect; inconclusive = small, poorly fitted or top-dose-only effect, or another doubt; inactive = no such curve, though single readings can be large; an effect the other way counts as inactive or inconclusive.
SMILES,ALOX15 inhib,A350 autofl,Ub-GFP proteasome,HBB splice mod,BRCT inh green,DNA Pol III inh,BRCT PPI red,CRE Fsk mod,Hsp90 Hop PPI,GFP derepression,4MU fluor
O=C(Nc1cc(C(F)(F)F)ccc1N1CCOCC1)c1n[nH]c(=O)c2ccccc12,7.6%,i,2.6%,-0.1%,-3.9%,-1.0%,1.3%,?,-4.1%,1.1%,i
Cc1cccc(NC(=O)CSC(N)=O)c1C,-1.8%,.,-17.4%,-0.7%,1.4%,-0.5%,1.8%,?,-0.9%,5.5%,.
CCCOc1cccc(NC(=O)c2c(-c3ccccc3)noc2C)c1,-2.8%,i,-3.1%,-1.4%,0.2%,-3.3%,-1.1%,21.7%,12.7%,-4.6%,i
COc1ccccc1CNc1ccnc(-c2ccccc2CN(C)C)n1,19.1%,i,-4.0%,-0.8%,-0.9%,-3.9%,-0.2%,1.9%,-3.2%,13.7%[9.22 µM],i
CCc1ccc(C(C)NC(=O)c2cc(C)oc2C)cc1 (configuration not stated),-18.0%,i,3.8%,0.1%,4.0%,-4.0%,-0.9%,-16.2%,-4.4%,0.8%,i
N#Cc1cccc(-n2nnnc2-c2ccccn2)c1,-0.6%,i,2.5%,.,-0.2%,-1.4%,0.6%,-1.2%,0.9%,-5.3%,i
CN(C)S(=O)(=O)NC(c1ccccc1)c1ccccc1,-4.7%,i,0.0%,-2.2%[57.5 µM],-3.2%,5.9%,0.1%,?,?,2.1%,i
O=S(=O)(c1ccc2c(c1)OCCO2)N1CCC(c2nc3ccccc3s2)CC1,-3.7%,i,-5.2%,-0.3%,-2.7%,-4.9%,1.1%,?,-4.1%,0.0%,i
COc1ccc2c(c1)cc1n2CCN2CCCN=C12,4.2%,2.36e-08M*,4.5%,.,-2.0%,-4.8%,-1.1%,2.7%,-4.0%,-1.9%,2.34e-08M*
Cc1cccc(OCc2nc(C#N)c(N3CC(C)CC(C)C3)o2)c1 (configuration not stated),-9.2%,.,-3.1%,-0.6%,-3.8%,1.4%,0.0%,3.2%,?,-0.4%,.
N[C@@H](CSCc1ccccc1)C(=O)O,0.0%[11.4 µM],i,4.0%[9.17 µM],-1.1%[9.22 µM],-0.6%[15.4 µM],-3.2%[11.4 µM],6.0%[15.4 µM],6.6%[7.6 µM],-1.2%[11 µM],-4.6%[9.22 µM],i
Cc1cccc(NC(=O)CSc2nnc(-c3ccccc3Br)o2)c1C,-12.4%,i,0.0%,-0.2%[57.5 µM],-1.7%,-0.9%,1.0%,-0.8%,-0.5%,12.5%,i
CC(C)C(=O)N1CCN(CCN=CC2=C(O)CC(c3ccco3)CC2=O)CC1 (configuration not stated),?,i,3.3%,2.7%,1.1%,-8.0%,-1.0%,25.9%,-5.1%,-2.6%,i
CCCOC(=O)c1ccc(OCC(O)CN2C(=O)NC(C)(C)C2=O)cc1 (configuration not stated),5.5%,.,22.1%,-0.7%[9.22 µM],-2.4%,-2.3%,1.1%,-3.1%,-0.2%,-2.2%,.
O=C(CSc1nc2ccsc2c(=O)n1-c1ccccc1)N1CCCC1,12.9%,i,.,2.3%[0.369 µM],3.9%,-0.8%,0.5%,17.6%,-3.3%,4.2%,i
CCCC(c1nnnn1Cc1cccs1)N1CCN(c2ccc(OC)cc2)CC1 (configuration not stated),-8.7%,i,7.4%,.,0.8%,1.4%,-0.5%,0.0%,-24.3%,1.9%,i
CCOc1cc(CNCC2CCCO2)cc(Br)c1OCC(N)=O (configuration not stated),11.6%,i,1.0%,0.0%[57.5 µM],-1.6%,-5.6%,-0.3%,-1.0%,-5.4%,-1.9%,i
C=C[C@H](N)CCC(=O)O,5.1%,i,-1.3%,-0.6%[20.6 µM],-2.9%,-0.8%,-2.1%,?,-0.9%,2.4%,i
COc1cccc(C(=O)N2CCN(C(=O)c3cccc(F)c3)CC2)c1,7.4%,i,4.0%,-3.9%,-0.9%,-4.1%,-0.8%,-8.2%,0.8%,-4.3%,i
CCOC(=O)CC(N)c1ccc(OC)cc1 (configuration not stated),9.9%,i,-3.4%,-4.1%[0.369 µM],-1.7%,-2.0%,0.3%,12.1%,-3.2%,0.0%,i
O=C1N2CCSC2=NC1(Nc1ccccn1)C(F)(F)F (configuration not stated),1.4%,i,7.1%,-4.5%,-1.3%,0.4%,-1.5%,?,1.5%,-1.1%,i
COc1ccccc1N1CCN(C(=O)N2CCOCC2)CC1,5.2%[11.4 µM],.,-9.1%[9.17 µM],2.4%[0.0738 µM],-1.0%,-5.1%[11.4 µM],-0.1%,?,-8.1%[11 µM],-1.5%,.
COc1ccccc1C(=O)Nn1c(C2CCC2)nc2ccccc2c1=O,-0.2%,i,-3.9%,.,0.6%,-5.0%,0.4%,-1.7%,-2.3%,0.0%,i
CC(=O)Nc1ccc(N=Cc2ccc[nH]2)cc1,5.9%,.,-1.3%,0.4%[9.22 µM],-0.5%,1.1%,-1.8%,-0.4%,-0.2%,2.2%,.
COc1ccccc1N1CCN(C(=O)CSc2nnc(NC(=O)c3ccco3)s2)CC1,20.3%,i,-0.8%,0.4%[57.5 µM],-0.7%,2.6%,1.6%,-1.1%,-2.9%,-1.3%,i
O=C1NCCCCC1NC1CC(=O)N(c2ccccc2)C1=O (configuration not stated),3.0%,i,-2.4%,.,-0.8%,-5.5%,-1.6%,1.6%,-3.3%,-1.9%,i
CCc1nnc(NC(=O)C2CCN(c3cnccn3)CC2)s1,-6.4%,4.14e-08M*,1.1%,1.1%,-0.1%,5.1%,-0.6%,3.9%,-2.3%,0.0%,3.4e-08M*
Cc1c(C(=O)NCc2cccnc2)oc2ccccc12,9.3%,.,0.0%,3.0%,-0.6%,-5.2%,-0.8%,1.9%,?,0.0%,.
O=C(CSc1ncc(-c2ccc(F)cc2)n1Cc1ccco1)Nc1nccs1,6.6%,i,0.0%,0.5%[57.5 µM],1.0%,-5.9%,0.4%,?,-2.4%,17.0%,i
Cc1ccccc1OCCn1nc(C(=O)O)c2ccccc2c1=O,11.9%,i,-3.3%,-0.3%[57.5 µM],-1.4%,3.1%,-1.0%,?,-2.5%,2.5%,i
COc1cccc(C2N(c3ccccn3)C(=O)C3CCCN32)c1OC (configuration not stated),-2.7%,i,-6.0%,-3.3%,-0.2%,-2.1%,0.4%,1.2%,3.0%,4.1%,i
COc1cc(C(=O)NCc2nnc(SCC(=O)N3CCCCC3)o2)cc(OC)c1OC,7.0%,i,3.6%,0.5%,-2.2%,-1.9%,-1.0%,4.1%,1.4%,4.4%,i
COCCN(CC(=O)NCc1ccccc1)C(=O)CCC(=O)Nc1nccs1,11.9%,i,-1.6%,0.0%[57.5 µM],-2.6%,-5.8%,-0.3%,1.4%,-0.7%,0.0%,i
Cc1ccc(SC(C)c2nc(-c3ccccc3)no2)cc1 (configuration not stated),-8.5%,i,-10.0%,0.8%,0.7%,3.5%,0.3%,?,?,-4.3%,i
O=S(=O)(c1cccc(S(=O)(=O)N2CCN(c3ncccn3)CC2)c1)N1CCOCC1,7.8%,i,4.9%,0.3%[57.5 µM],-2.1%,-1.0%,0.2%,-2.7%,0.5%,3.4%,i
CC(C)CCNC(=O)CCn1nc(-c2ccccc2)ccc1=O,4.2%,i,-8.1%,3.5%,-2.2%,0.8%,-0.1%,?,?,1.0%,i
COC(=O)c1c(C(=O)OC)c2n(c1C)Cc1ccccc1C2,7.94µM*,.,-8.3%,-0.7%[9.22 µM],-5.2%,-12.0%,-0.1%,-2.6%,-3.8%,6.3%,.
C=C1C[C@@]23C[C@]1(O)CC[C@@H]2[C@]12C=C[C@@H](O)[C@@](C)(C(=O)O1)[C@@H]2[C@@H]3C(=O)O,.,i,1.3%,.,.,-5.7%,.,?,-7.4%,-4.7%[9.22 µM],i
O=P(c1ccccc1)(c1ccccc1)C(O)c1ccncc1 (configuration not stated),3.6%,i,2.8%,2.6%[57.5 µM],-3.9%,-0.6%,0.5%,-0.3%,0.8%,-1.0%,i
Cc1cc(NC(=O)CSc2nnc(Cn3c(=O)sc4ccccc43)n2-c2ccccc2C)no1,-3.6%,.,0.0%,0.3%,-2.9%,2.6%,-0.4%,-7.7%,-5.9%,0.0%,.

# Bioassay records (PubChem BioAssay)
